Bioassay records: PubChem, Broad Institute
EWS-Fli block: EWS/Fli-driven NR0B1 reporter inhibitors, primary screen, A673 cells, NR0B1 luciferase, luminescence, MLPCN library; viability-normalised; AID 651661, 2012; inhibition, % at 12.6 µM; 350,000 compounds, 0.67% hits;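 active = mean inhibition of at least 50% after viability correction, with every replicate also passing that limit; inconclusive = mean reaches 50% but only one of two replicates passes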;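 also: firefly luciferase signal divided by Alamar Blue viability fluorescence both relative to DMSO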
ERp5 inh: inhibitors of ERp5-driven insulin aggregation, primary screen, biochemical, turbidity, absorbance 650 nm, single point; 90 min; inhibition, % at 9.99 µM; AID 651711, 2012; 350,000 compounds, 0.05% hits; Protein disulfide-isomerase A6 (Homo sapiens), Q15084;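 active = mean replicate inhibition above about 25%, with every replicate also reaching it, limit read from the data, passing the limit was not always enough; inconclusive = only one of those two criteria met; inactive = neither criterion met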
Target sequence (Q15084 whole entry, looked up): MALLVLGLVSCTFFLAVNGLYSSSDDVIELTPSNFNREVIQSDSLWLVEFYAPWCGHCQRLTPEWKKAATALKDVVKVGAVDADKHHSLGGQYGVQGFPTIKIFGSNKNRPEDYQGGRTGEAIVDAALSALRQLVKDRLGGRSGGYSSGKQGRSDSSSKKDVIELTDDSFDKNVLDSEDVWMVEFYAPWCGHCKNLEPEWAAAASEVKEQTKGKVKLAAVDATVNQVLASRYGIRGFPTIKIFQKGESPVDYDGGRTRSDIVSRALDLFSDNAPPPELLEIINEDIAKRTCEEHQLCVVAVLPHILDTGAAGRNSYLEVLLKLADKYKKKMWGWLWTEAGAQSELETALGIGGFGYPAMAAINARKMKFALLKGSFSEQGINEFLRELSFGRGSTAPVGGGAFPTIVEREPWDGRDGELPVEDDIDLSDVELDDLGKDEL
ARNT TACC3 PPI: disruptors of ARNT/TACC3 protein interaction, primary screen, biochemical, AlphaScreen, single concentration. AlphaScreen His-ARNT PAS-B/GST-TACC3 binding, luminescence; TACC3 fragment carries E629A point mutation. Transforming acidic coiled-coil-containing protein 3 (Homo sapiens), Q9Y6A5. 390,000 compounds, 0.66% hits. AID 623870, 2012. inhibition, % at 9.99 µM;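 active = mean inhibition of replicates at least 50% and at least half of replicates each reaching 50%; inconclusive = half or more replicates reach 50% but mean below 50%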;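 also: 0% = complete ARNT plus TACC3 wells and 100% = ARNT alone without TACC3; many hits fall short of the cut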
XiGFP reactiv: activators of inactive X chromosome reactivation, primary screen, imaging, XiGFP fibroblasts, GFP high-content imaging, set 2; activation, % at 7.58 µM; 360,000 compounds, 0.055% hits; XiGFP mouse fibroblasts, % GFP-positive cells imaging, 3 d; cells co-treated with 5-aza-dC sensitizer; scaled so ellipticine positive control = 100%;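 active = mean normalized replicate activation at least 10% and every replicate at or above 10%; inconclusive = only one of the two criteria met; inactive = mean below 10% and not all replicates reach 10%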;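 also: 0% = median of on-plate neutral control wells and 100% = ellipticine 6 µM median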
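assay system = SV40-immortalized XiGFP fibroblast cells, line 68-5-11 | buffer or medium = DMEM plus 5-aza-dC sensitizer | doses = single-point pinned compound dosing | times = 3-day compound exposure, then 15 min fixation at room temperature | benchmarks = positive control ellipticine, 6 µM final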
DENV2 CPE rescue: inhibitors of DENV2 cytopathic effect, primary screen, cell-based, plate reader, single concentration | DENV2-infected cells, cytopathic effect rescue | CPE inhibition, % at 9.99 µM | 350,000 compounds, 1.7% hits; in the data active = CPE inhibition above about 20%, passing the limit was not always enough; inconclusive = no clear call, values can overlap the other calls; tested in BHK-21 cells;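 also: 0% = median of neutral control wells and 100% = median of positive control wells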
GSIS activator: GLuc luminescence reporter in INS-1E cells, primary screen for activators of glucose-dependent secretion of insulin | activation, % at 16.6 µM | 370,000 compounds, 0.61% hits | AID 743287, 2014 | INS-1E GLuc reporter insulin secretion, 2-3 h;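 active = lowest replicate activation of at least 40%, so every replicate reaches that level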;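 also: 0% = median of neutral control wells and 100% = median of IBMX positive control wells; some compounds called inactive have numbers as strong as hits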
PAX8 inh HTS: inhibitors of PAX8-driven TPO luciferase reporter, primary screen, RMG-I cells, single concentration; SteadyGlo, 24 h; inhibition, % at 12.6 µM; 360,000 compounds, 1.2% hits; AID 652154, 2013;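 active = mean replicate inhibition at least 60% with every replicate also reaching 60%; inconclusive = only one of the two criteria is met; inactive = mean below 60% and not all replicates reaching 60%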;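 also: luciferase light reporting Pax8 driven TPO promoter activity; plate controls were median of neutral control wells for no effect and mitoxantrone controls for full effect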
F508del corr: F508del CFTR correction, initial screen, CFBE line, single point; CFBE cells, YFP halide quenching; stimulated with forskolin plus potentiator P3; % fluorescence drop versus neutral controls; activity (quench increase), % at 7.58 µM; 350,000 compounds, 0.36% hits;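 active = mean added fluorescence quench of at least 8% versus neutral control, with both replicates also reaching 8%; inconclusive = only one of the mean or replicate conditions met; inactive = mean below 8% and not both replicates reaching 8%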;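 also: cells transiently co-express mutant CFTR-F508del with the halide-sensitive YFP; corrector assay measuring rescue of mutant channel to the surface after 24 h compound exposure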
* hit, by the source's call; ? = inconclusive; · = no result given.

SMILES	EWS-Fli block	ERp5 inh	ARNT TACC3 PPI	XiGFP reactiv	DENV2 CPE rescue	GSIS activator	PAX8 inh HTS	F508del corr
CO[C@@H]1CN(C)C(=O)c2ccc(NS(=O)(=O)c3cccc(F)c3)cc2OC[C@@H](C)N(C(=O)Cc2cccnc2)C[C@H]1C	4	1	-1	0.0	82*	5	0	1.1
COc1ccc(OC)c(NC(=O)/C=C/c2ccc(S(=O)(=O)N3CCOCC3)cc2)c1	-2	2	3	0.0	8	7	13	0.9
Cc1ccc(NC2CC(=O)N(c3ccc(N4CCCCC4)cc3)C2=O)cc1 (stereo not drawn)	-4	-1	-3	·	0	5	·	-4.0
Cc1cccc(C)c1NC(=O)CNC(=O)c1ccc(N2CCCC2=O)cc1	2	6	1	1.7	7	12	-22	-0.6
CS(=O)(=O)N1C[C@H](O)COC[C@@H]2O[C@H](CC(=O)NCc3ccc(-c4ccccc4)cc3)CC[C@H]21	-5	-1	0	0.1	7	-17	-6	-0.6
O=C(N/N=C/c1ccccc1OCc1ccccc1Cl)c1cccnc1	-6	3	26	0.1	6	-7	-1	1.0
COc1ccccc1NC(=O)N1C[C@H]2[C@@H](c3ccccc31)[C@@H](CO)N2C(C)=O	-4	-1	3	0.3	4	8	11	1.2
O[C@@H]1CN(CC2CCCCC2)[C@@H](c2ccccc2)C[C@H]1n1cc(-c2ccc(F)cc2)nn1	4	-2	·	0.6	-2	-12	0	0.8
Cc1ccnc(NC(=O)CCNS(=O)(=O)c2ccc(C)c(C)c2)c1	-3	8	1	0.3	-7	4	-249	1.8
CO[C@H]1CN(C)C(=O)c2cc(NS(C)(=O)=O)ccc2OC[C@@H](C)N(CCC(F)(F)F)C[C@@H]1C	0	-2	-5	-0.1	?	7	·	2.6
CS(=O)(=O)c1ccc(Nc2nc(C(N)CCc3ccccc3)cs2)cc1 (stereo not drawn)	-1	6	·	0.0	1	-7	11	0.0
Clc1cccc(Cc2c(C3CCCCC3)nc3ccc(Br)cn23)c1	0	-1	·	-0.1	-2	-6	1	-1.9
C[C@@H](O)C#Cc1cnc2c(c1)C(=O)N([C@@H](C)CO)C[C@H](C)[C@@H](CN(C)Cc1ccccn1)O2	2	-4	13	4.7	8	28	·	-3.2
C[C@H](CO)N1C[C@H](C)[C@@H](CN(C)C(=O)Nc2ccc(F)cc2)Oc2c(NS(=O)(=O)c3ccccc3)cccc2C1=O	-5	0	6	0.1	-6	-4	35	-1.5
COc1cccc(N2CCN(C(=O)c3cc(-c4ccccc4)nc4c3cnn4C(C)C)CC2)c1	12	-2	-16	0.5	-3	-9	40	-1.2
CC1(C(=O)Nc2cnc3ccccc3c2)CCN1Cc1ccc2ccccc2c1 (stereo not drawn)	-7	-3	·	0.1	0	39	19	1.5
CCn1cc(/C=N\NC(=O)c2ccc(F)cc2)cn1	·	·	-1	0.1	·	-6	24	·
CCOC(=O)N1CCN(C(=O)Cn2nc(C)n3nc(-c4ccccc4)cc3c2=O)CC1	·	2	1	-0.1	1	4	13	0.3
COc1cccc(CSc2nnc(-c3ccncc3)n2C)c1	10	3	1	0.0	-1	4	-11	-1.7
Cc1ccc(F)c(CNC(=O)C2CCC(=O)N(Cc3ccccn3)C2)c1F (stereo not drawn)	·	1	3	1.7	-5	-1	-1	-1.4
C[C@@H]1CN([C@@H](C)CO)C(=O)c2c(c3ccccc3n2C)-c2ccccc2CO[C@@H]1CN(C)S(=O)(=O)c1ccsc1	0	-6	4	-0.5	1	11	-11	1.7
CCN(CC)CCSc1nnc2c3cc(F)ccc3n(Cc3ccccc3)c2n1	18	-5	·	0.1	-12	17	12	-4.1
CC(NCCc1ccc(S(N)(=O)=O)cc1)C(=O)NCCc1ccc(F)cc1 (stereo not drawn)	-5	-2	2	0.0	0	6	1	3.0
O=C(CN1CCOCC1)Nc1ccc2c(c1)OC(F)(F)O2	6	-5	0	0.4	6	-10	-3	-1.5
Cc1ccc2nc(CSc3nnc(Nc4ccccc4C)s3)cc(=O)n2c1	14	-7	3	-0.1	-1	-4	13	·
Next part.
SMILES	EWS-Fli block	ERp5 inh	ARNT TACC3 PPI	XiGFP reactiv	DENV2 CPE rescue	GSIS activator	PAX8 inh HTS	F508del corr
CNC(=S)NNC(=O)c1cccc(N(C)C)c1	5	-2	-6	0.1	-2	10	-4	-0.3
CC(=O)Nc1cc(-c2ccoc2)cn2c(-c3ccccc3)cnc12	-1	-1	·	-0.1	7	·	1	-0.7
O=C(/C=C/c1ccccc1)C1C(=O)c2ccccc2C1=O	12	·	7	0.0	·	-34	-34	·
Cc1ccc(CN2CCN(CC(=O)N/N=C/c3c[nH]c4ccccc34)CC2)cc1	·	·	4	0.2	·	8	14	·
COC(=O)c1cn(NC(=O)COc2ccc(Cl)cc2)c(=O)c2ccccc12	-4	1	-5	0.1	-3	·	-6	0.8
O=Cc1ccccc1Oc1nc(N2CCOCC2)nc(N2CCOCC2)n1	3	6	-2	0.0	2	0	-12	6.9
Nc1nc(CSC(=S)N2CCN(c3ccccc3)CC2)nc(Nc2ccccc2)n1	·	·	-1	0.0	·	-22	-8	·
Cc1ccc(NC(=O)[C@H](C)NC(=O)C2CCN(C(=O)[C@@H](NC(=O)OC(C)(C)C)C(C)C)CC2)cc1	-2	0	-13	0.3	8	-16	-4	1.6
Cc1ccc(-n2nc3c(N4CCC(C(=O)NCc5ccc(C)o5)CC4)nnc(C)c3c2C)cc1	·	-1	7	0.0	8	-19	?	3.7
CO[C@H]1CN(C)C(=O)c2ccc(NC(C)=O)cc2OC[C@@H](C)N(Cc2ccc(F)cc2)C[C@@H]1C	1	-4	28	0.2	-3	-26	·	-0.2
CC(=O)Nc1ccc(-n2c(C)ccc2-c2ccccc2)cc1	4	0	4	0.1	-1	-6	-7	1.1
Cc1ccc(NC(=O)OCc2cncs2)cc1	-72	5	-1	0.1	-3	19	-171	-2.4
COc1ccccc1-c1ccc([C@H]2[C@H](CO)N[C@@H]2C#N)cc1	15	4	5	-0.1	-1	5	-6	2.2
CCOC(=O)Cc1csc(NC(=O)c2c(O)c3c(n(CC(C)C)c2=O)CCCC3)n1	3	1	-3	0.1	-1	19	-8	-2.4
CNC[C@@H]1Oc2ncc(-c3ccc(OC)cc3)cc2C(=O)N([C@H](C)CO)C[C@H]1C	6	·	·	-0.4	·	14	-15	1.3
Cc1cc(C(=O)Nc2cccc3c2O[C@@H](CN(C)CC2CCCCC2)[C@H](C)CN([C@@H](C)CO)C3=O)n(C)n1	-21	-2	-3	0.0	19	14	32	1.4
C[C@@H]1CCCCO[C@H](CN(C)C(=O)Nc2ccc(F)cc2)[C@@H](C)CN([C@@H](C)CO)C(=O)c2cc(NC(=O)Nc3ccc(C(F)(F)F)cc3)ccc2O1	-1	-9	·	0.4	-3	-3	95*	0.8
CO[C@@H]1CN(C)C(=O)c2ccc(NC(C)=O)cc2OC[C@H](C)N(Cc2cncnc2)C[C@@H]1C	-4	-4	·	0.2	·	12	·	0.7
O=C(COC(=O)c1cnc(Cl)c(Cl)c1)NC1CCCC1	-21	1	·	0.1	?	·	-9	1.5
COCCNC(=O)c1ccc(NS(=O)(=O)c2ccc3[nH]c(=O)[nH]c3c2)cc1	9	5	-2	0.0	8	5	16	-0.5
CCN(CC(=O)Nc1ccccc1OC)C(=O)c1ccccc1Sc1ccccc1C#N	3	4	6	0.0	1	-15	19	2.8
C[C@@H]1CCCCO[C@@H](CN(C)C(=O)CCCN(C)C)[C@@H](C)CN([C@@H](C)CO)C(=O)c2cc(NC(=O)c3ccccc3)ccc2O1	-4	-5	-10	-1.2	-4	6	-6	1.6
O=C(NCC(c1ccco1)N1CCc2ccccc2C1)c1ccc(Cl)c([N+](=O)[O-])c1 (stereo not drawn)	2	2	7	0.0	3	-22	18	-1.3
O=C(Nc1nnc(CCc2ccccc2)s1)c1ccccc1F	-65	-3	4	0.0	-2	-7	-82	3.3
COc1cc(/C=N/NC(=O)c2ccc3nc[nH]c3c2)cc(OC)c1OC(C)=O	8	-5	·	0.0	-13	·	7	0.6
Further records
SMILES	EWS-Fli block	ERp5 inh	ARNT TACC3 PPI	XiGFP reactiv	DENV2 CPE rescue	GSIS activator	PAX8 inh HTS	F508del corr
O=C(c1ccnc(Cl)c1)N1CCCC(N2CCN(c3ccccc3F)CC2)C1 (stereo not drawn)	3	0	-8	0.1	12	-1	6	0.2
O=C(c1cc(-c2ccc(O)cc2)on1)N1CCN(c2ccccc2)CC1	15	-5	6	-0.1	4	-13	-24	-1.7
CNC[C@@H]1Oc2ccc(NC(=O)Cn3cnnn3)cc2C(=O)N([C@@H](C)CO)C[C@H]1C	1	-8	-7	1.8	5	-7	·	0.5
CCOc1ccc(NS(=O)(=O)c2ccc(C(=O)NCC(c3ccco3)N(C)C)cc2)cc1 (stereo not drawn)	4	1	6	-0.1	?	-16	10	0.1
CCCc1cn(CC[C@@H]2CC[C@@H](NC(=O)C3CCC3)[C@H](CO)O2)nn1	-2	-6	-15	0.3	3	9	-4	1.3
O=C(O)[C@H]1CCCC[C@H]1C(=O)Nc1ccc(S(=O)(=O)N2CCCCC2)cc1	6	4	-5	0.0	-2	-7	-128	-1.0
O=C(C1CC1)N1CCc2sccc2C1c1ccc(Cl)cc1 (stereo not drawn)	19	4	-29	1.1	4	-23	-2	-0.2
C[C@H]1CN([C@@H](C)CO)S(=O)(=O)c2ccc(/C=C/c3ccccc3)cc2O[C@H]1CN(C)C	7	-4	12	0.2	-2	8	·	-4.8
COc1ccc(C2(c3ccc(OC)cc3)NC(=O)N(CC(=O)N(C)C3CCC(C)CC3)C2=O)cc1 (stereo not drawn)	9	2	-2	0.1	5	-54	15	-1.1
CN(CC(=O)Nc1sc2c(c1C#N)CCCCC2)Cc1nc2ccccc2c(=O)[nH]1	-5	-3	5	0.0	-1	-8	8	-2.6
CC(C)(C)OC(=O)N1CCC[C@H]1C(=O)N/N=C/c1ccc2nccnc2c1	-5	4	-1	0.0	-2	-13	-9	-16
O=C(CCC(=O)OCCOc1ccccc1)OCCOc1ccccc1	2	-3	·	0.0	18	-7	9	2.1
COc1ccc(NC(=O)N(C)C[C@H]2Oc3ccc(NS(=O)(=O)c4ccc(Cl)cc4)cc3C(=O)N([C@H](C)CO)C[C@@H]2C)cc1	-7	-4	2	-0.9	-10	-2	·	0.0
O=C(c1cccnc1)N1CCCCN2[C@H](CO)[C@@H](c3ccc(C#Cc4cccnc4)cc3)[C@@H]2C1	-4	·	-2	0.1	·	4	10	-5.0
C[C@H](CO)N1C[C@H](C)[C@H](CN(C)Cc2ccncc2)OCCCC[C@H](C)Oc2ccc(NC(=O)Nc3ccc4c(c3)OCO4)cc2C1=O	-17	0	9	0.0	-3	-12	-4	0.0
CCCC(=O)NCCc1cc(OC)c(OC)cc1Br	-13	3	-2	-0.1	0	12	2	·
